# PP1 counter: PP1-alpha phosphatase inhibitors, primary screen, counter-screen for PP5 inhibitor project, biochemical, fluorescence, OMFP substrate, single point; Serine/threonine-protein phosphatase PP1-alpha catalytic subunit (Homo sapiens), P62136; purified PP1alpha; inhibition, % at 6.7 µM; actives 0.9% (n = 320,000); AID 2235, 2010;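 active means inhibition above the mean inhibition of all tested compounds plus 3 SD, computed separately for each screening campaign, cut at about 15% in these data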
# Target sequence (P62136 whole entry, looked up): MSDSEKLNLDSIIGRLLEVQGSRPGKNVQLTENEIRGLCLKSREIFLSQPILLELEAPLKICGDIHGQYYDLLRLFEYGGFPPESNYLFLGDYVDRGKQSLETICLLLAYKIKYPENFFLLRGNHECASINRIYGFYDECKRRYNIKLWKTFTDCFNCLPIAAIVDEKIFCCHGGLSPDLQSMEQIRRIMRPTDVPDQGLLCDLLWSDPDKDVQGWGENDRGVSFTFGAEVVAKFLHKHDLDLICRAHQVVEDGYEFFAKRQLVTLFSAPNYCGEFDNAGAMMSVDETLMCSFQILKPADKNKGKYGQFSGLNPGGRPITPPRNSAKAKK
# TPT1 inhibitor: Candida albicans TPT1 enzyme inhibitors, primary screen, biochemical, fluorescence polarization | recombinant caTPT1, FP RNA substrate dephosphorylation | inhibition, % at 5 µM | actives 0.81% (n = 300,000) | AID 1962, 2009;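 active means inhibition above the mean of all tested compounds plus 3 SD, set per screening campaign, cut at about 24% in these data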;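 further: plate controls were DMSO alone for no effect and ferristatin control at 100 nM for full effect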
# Fh CTSL1 inh: Fasciola hepatica cathepsin L1 inhibitors, primary screen, counter-screen for PFM18AAP inhibitor project, biochemical, QFRET, fluorogenic peptide substrate; recombinant F. hepatica cathepsin L1, Z-Leu-Arg-MCA fluorescence; AID 1906, 2009; inhibition, % at 5.96 µM; actives 0.49% (n = 300,000);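 active means inhibition above the mean of all tested compounds plus 3 SD, set per screening campaign, cut at about 17% in these data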;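 further: 0% = plate median of test compound wells and 100% = 1 µM Z-Phe-Ala-diazomethylketone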
# HCV core dimer: inhibitors of HCV core protein dimerization, primary screen, biochemical, TR-FRET, high-throughput; TR-FRET GST/Flag-core106 dimerization, 1536-well; inhibition, % at 5 µM; actives 0.33% (n = 300,000);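 active means inhibition above the mean of all tested compounds plus 3 SD, set per screening campaign, cut at about 45% in these data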
#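 System: GST-tagged and Flag-tagged HCV core protein residues 1-106 / Input: core106 proteins, GST 13.5 nM and Flag 17 nM / Buffer or medium: KF-containing HEPES buffer, pH 7.45, DTT, CHAPS, BSA / Probe or stimulus: Eu-anti-GST and XL665-anti-Flag labelled anti-tag antibodies / Schedule: 4 h, 22.5 °C incubation / Technique: TR-FRET 671 and 617 nm emission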
# procasp7 counter: procaspase-7 activators, primary screen, counter-screen for procaspase-3 activator project, biochemical, absorbance, HTS, human | recombinant procaspase-7, Ac-DEVD-pNA absorbance 405 nm; D23A/D198A/D206A triple mutant, cannot self-cleave; scale: DMSO 0, 5 µM enzyme 100 | activation, % at 8.5 µM | actives 0.093% (n = 330,000) | AID 463210, 2010;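 active means percent activation above the screen-wide mean plus 3 SD, cut at about 25% in these data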
# Target sequence (P55210 whole entry D23A/D198A/D206A): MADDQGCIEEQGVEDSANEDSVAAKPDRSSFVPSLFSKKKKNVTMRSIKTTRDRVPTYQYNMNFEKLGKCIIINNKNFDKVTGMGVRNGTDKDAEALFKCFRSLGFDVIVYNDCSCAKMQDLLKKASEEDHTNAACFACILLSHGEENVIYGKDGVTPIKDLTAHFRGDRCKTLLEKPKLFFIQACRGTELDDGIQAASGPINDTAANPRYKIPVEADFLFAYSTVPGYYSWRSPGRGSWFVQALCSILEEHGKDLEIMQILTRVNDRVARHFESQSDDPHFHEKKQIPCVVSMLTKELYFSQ
#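 Detection: p-Nitroaniline absorbance at 405 nm, read at 0 and 120 min; system: Uncleavable procaspase-7 mutant enzyme; evaluation: % activation from two-timepoint absorbance difference, scaled to controls; times: 1 h enzyme–compound preincubation and 2 h substrate reaction, both 25 °C; buffer or medium: Zinc-free HEPES pH 7.4 with 300 mM NaCl, 0.01% Triton X-100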
# AHR act: AHR activators, primary screen, cell-based, luminescence, luciferase reporter, human; Aryl hydrocarbon receptor (Homo sapiens), P35869; AHR-responsive luciferase reporter cells; activation, % at 5 µM; actives 2.5% (n = 320,000); in the data active means activation above about 47%;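 further: 0% = vehicle wells and 100% = reference agonist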
# PAFAH2 inh: PAFAH2 enzyme inhibitors, primary screen, biochemical, fluorescence polarization, human; Platelet-activating factor acetylhydrolase 2, cytoplasmic (Homo sapiens), Q99487; recombinant PAFAH2, FP-rhodamine activity probe; inhibition, % at 3.39 µM; actives 0.99% (n = 340,000);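 active means inhibition above the mean over all tested compounds plus 3 SD, cut at about 30% in these data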;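 further: inhibitors block probe labeling of enzyme so polarization drops; 0% = enzyme with DMSO and 100% = wells lacking PAFAH2 protein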
# PP5 inh: PP5 phosphatase inhibitors, primary screen, biochemical, fluorescence | purified PP5c, OMFP substrate fluorescence | inhibition, % at 6.7 µM | actives 0.18% (n = 320,000) | AID 1987, 2009;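 active means inhibition above the campaign's mean inhibition across all tested compounds plus 3 SD, cut at about 9.5% in these data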;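 further: 0% = DMSO only and 100% = 100 µM cantharidin control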
# proCasp3 act: activators of human procaspase-3 D3A mutant, primary screen, biochemical, absorbance, PC-3 D3A mutant, single concentration; Caspase-3 (Homo sapiens), P42574; recombinant procaspase-3 D3A, Ac-DEVD-pNA absorbance 405 nm; activation, % at 8.5 µM; actives 0.11% (n = 330,000);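 active means activation above the mean of all tested compounds plus 3 SD, cut at about 21% in these data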;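 further: 0% = DMSO alone and 100% = DMSO wells spiked with extra 5 µM PC-3 D3A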
# Target sequence (P42574 whole entry D9A/D28A/D175A): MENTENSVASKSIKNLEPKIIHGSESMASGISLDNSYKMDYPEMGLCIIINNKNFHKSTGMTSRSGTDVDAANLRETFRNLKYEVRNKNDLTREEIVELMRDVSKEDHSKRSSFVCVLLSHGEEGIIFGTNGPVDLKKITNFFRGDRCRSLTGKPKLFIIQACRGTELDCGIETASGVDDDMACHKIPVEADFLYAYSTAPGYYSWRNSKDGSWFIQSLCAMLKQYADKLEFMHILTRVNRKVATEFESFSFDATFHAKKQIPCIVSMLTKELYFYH
#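 System: Procaspase-3 D3A mutant. Medium: Zinc-free 300 mM NaCl, 50 mM HEPES, 0.01% Triton X-100. Schedule: 1 h preincubation plus 2 h reaction at 25 °C. Measured by: 405 nm absorbance of p-nitroaniline, reads at 0 and 120 min. Read-out: percent activation relative to control range.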
# An asterisk follows results filed as active; . = no result given.
SMILES,PP1 counter,TPT1 inhibitor,Fh CTSL1 inh,HCV core dimer,procasp7 counter,AHR act,PAFAH2 inh,PP5 inh,proCasp3 act
O=C(NCCc1ccccc1)C(c1ccccc1)N(C(=O)c1csnn1)C1CC1 (stereo not given),0,1,-9,-14,-3,-3,5,2.6,-3
CCCn1c(SCC(=O)N2CCCC(C)C2)nnc1-c1cccnc1 (stereo not given),-2,-4,-6,-1,1,4,4,2.8,3
O=C(COC(=O)c1ccccn1)c1ccc(Br)cc1,0,3,-7,3,0,0,9,3.2,-10
CC(C)(C)c1csc(N(CCC#N)CCC#N)n1,2,1,5,3,7,2,-3,-0.6,-2
CCCCCNC(=O)c1cccnc1SCC(=O)Nc1ccccc1OC,1,-2,-6,-6,8,3,0,1.3,9
Cc1nc2c(C)cccn2c1/C(O)=C1\C(=O)C(=O)N(CCN2CCOCC2)C1c1ccncc1 (stereo not given),-4,-2,2,1,3,0,-1,-0.4,5
O=c1cc(CN2CCN(Cc3ccccc3)CC2)c2cc(O)ccc2o1,-2,3,2,-4,0,9,-7,0.2,-4
O=c1c(Cl)c(Cl)cnn1Cc1ccccc1Cl,-1,0,0,27,-4,0,.,-0.9,-1
COc1ccc(CNC(=S)N/N=C/c2ccncc2)cc1,-1,-2,1,3,8,9,-4,-2.4,-6
CC(C)CCNc1nc(-c2ccco2)c2c(c1C#N)CCCC2,-1,4,19*,10,-15,9,0,2.3,-22
CCOc1ccc(CNc2ncc(-c3ccccc3)n2C)cc1,6,0,-4,7,3,1,3,-4.8,-12
CC(=O)Nc1cc(Br)ccc1O,-2,-6,8,2,15,1,10,-0.1,3
Cc1ccc(S(=O)(=O)c2nnn3c2nc(NCCCN2CCCC2=O)c2ccccc23)cc1C,0,-1,0,14,-3,-1,5,2.0,6
Cc1ccc(Cl)cc1N1CCN(C(=O)c2cc3c(=O)[nH]c4ccccc4c3n2C)CC1,-5,4,-3,33,4,-1,-16,-0.6,7
CCOc1ccc2[nH]c3c(N4CCN(C(=O)c5ccco5)CC4)ncnc3c2c1,0,-2,-7,1,4,24,.,2.9,4
CCOC(=O)N1CCN(S(=O)(=O)N(C)C)CC1,-1,2,-3,1,-4,3,1,0.8,-5
O=C(CSc1nn(-c2ccc(F)cc2)c(=S)s1)NC(=O)NCc1ccco1,3,1,1,45,-18,-1,2,2.6,1
O=S(=O)(O)c1cccnc1SCc1ccccc1,0,-2,2,-3,5,-2,-11,3.3,1
Cc1ccc(-c2ocnc2C(=O)Nc2nc(C)cs2)cc1,11,0,7,-20,-1,68*,2,-2.1,3
CCOc1ccc2nc(NC(=O)C3CCCN(S(=O)(=O)c4cccc5nonc45)C3)sc2c1 (stereo not given),0,1,3,18,8,4,0,0.8,0
O=C(NCc1cccc(F)c1)c1noc2c1CCCC2,-3,3,4,0,-6,4,2,-2.2,-2
O=C(O)[C@H]1Cc2ccccc2CN1S(=O)(=O)c1ccc(F)cc1,-1,-5,-5,-7,1,-2,-3,-3.3,-4
CCN1CCN(C(=S)Nc2ccccc2Cl)CC1,-5,1,-2,11,-14,5,1,1.0,-6
Cc1cc2occ(CC(=O)OCC(=O)Nc3sc4c(c3C#N)CCC(C)C4)c2cc1C (stereo not given),-1,-2,-3,-1,7,6,-8,-0.1,1
Cc1c(NC(=O)c2cnc(Cl)c(Cl)c2)c(=O)n(-c2ccccc2)n1C,-1,1,-2,-14,-12,8,-6,1.2,13

# Next compounds
SMILES,PP1 counter,TPT1 inhibitor,Fh CTSL1 inh,HCV core dimer,procasp7 counter,AHR act,PAFAH2 inh,PP5 inh,proCasp3 act
CCOc1ccc(NC(=S)N/N=C(\C)Cc2ccc(OC)cc2)cc1,-5,1,0,4,2,9,-5,0.2,-5
COc1ccc(C(=O)NCc2ccccc2OC)cc1,0,-3,2,-3,5,2,-5,0.6,5
CC(Sc1nc2ccccc2c(=O)[nH]1)C(=O)O (stereo not given),-4,1,1,8,-1,19,1,-2.2,-1
CC/C(C)=N/N1C(=O)c2ccccc2NC1(C)CC (stereo not given),-1,-2,0,-16,5,4,-4,1.7,-8
CCOc1ccc(N=C2NC(=O)C(CC(=O)Nc3ccccc3)S2)cc1 (stereo not given),0,0,19*,-2,4,6,13,-2.0,7
COc1cccc(-c2csc(N3CCN(CC(=O)NNC(=O)c4ccc(Br)cc4)CC3)n2)c1,2,1,1,-7,-7,23,-8,6.0,4
Cc1c(/C(O)=C2/C(=O)C(=O)N(Cc3cccnc3)C2c2ccccn2)cnn1-c1ccccc1 (stereo not given),0,-3,2,-3,-1,0,2,2.4,-2
CN(c1ccccc1)S(=O)(=O)c1ccc(C(=O)NCC(c2ccco2)N2CCCCC2)cc1 (stereo not given),-8,.,.,.,-1,3,1,4.0,0
CC1CC(C)CN(C(=O)CSc2ncnc3sccc23)C1 (stereo not given),1,.,.,.,-18,6,6,4.0,-8
CC(=O)Nc1ccc(S(=O)(=O)NCCC(=O)OC(C)C(=O)NC2(C#N)CCCCC2)cc1 (stereo not given),-5,.,.,.,-2,1,-5,-2.1,4
CCN(CC)c1ccc(S(=O)(=O)N(CC)CC)cc1NC(=O)C1CCCC1,3,-1,2,13,21,1,4,1.9,8
Cc1cccn2cc(CNC(=O)c3ccco3)nc12,2,2,4,-7,5,2,3,0.5,2
COc1ccc(-c2nn(-c3ccccc3)cc2/C=N/Nc2ccc(S(N)(=O)=O)cc2[N+](=O)[O-])cc1OC,-1,-1,10,33,6,20,3,0.0,4
CCCC(=O)N1CCN(c2ccc(NC(=S)NC(=O)CC)cc2)CC1,0,0,0,-3,2,-3,0,0.5,1
CCc1nc(C(N)=O)c2[nH]c(=O)n(-c3ccc(OC)cc3OC)c2n1,1,-1,6,-5,-1,0,-4,-1.4,-3
NC1=NN=C(c2ccc3c(c2)OCCO3)CS1,4,0,-2,2,-5,87*,-3,0.9,-18
Cc1nc2c(C)cccc2cc1C(=O)N/N=C/c1ccc(N(C)C)cc1,1,-1,5,-6,3,12,2,5.0,-2
CCOC(=O)c1c(N)ssc1=S,-4,-4,0,-3,-26,6,-2,0.8,-20
COc1ccccc1NC(=O)Cn1cnc2c(nc3n2CCCCC3)c1=O,-6,-3,1,-1,3,-1,0,0.1,8
O=C(NCc1ccc2c(c1)OCO2)C1CC(c2ccc(Cl)cc2)=NO1 (stereo not given),0,0,0,2,-7,1,0,0.7,5
CC1CCCN(C(=O)Cn2c3ccccc3c3nc4n(c(=O)c32)CCS4)C1 (stereo not given),-2,-2,1,4,0,2,-1,0.6,-3
CC(C)(C)OC(=O)C[C@@H]1C/C=C\C[C@H](CC(=O)N(CCO)Cc2ccccc2)C(=O)N2CCC[C@H]2COC1=O,.,.,.,.,10,0,-6,.,-4
CCC(Oc1ccccc1)C(=O)Nc1nnc(S(=O)(=O)N2CCCCC2)s1 (stereo not given),-3,2,-3,12,-4,-2,12,0.8,2
CCn1c(SCC(=O)NC2CCCC2)nc2c1c(=O)n(C)c(=O)n2C,4,-2,1,-10,-3,0,2,4.0,3
Cc1ccc(S(=O)(=O)Nc2cc(-c3ccccc3)nn2C)cc1,-1,-2,-3,-3,5,13,.,0.7,8

# 3 compounds from above, limited to procasp7 counter and proCasp3 act.
molecule | procasp7 counter | proCasp3 act
Cc1cccn2cc(CNC(=O)c3ccco3)nc12 | 5 | 2
CC/C(C)=N/N1C(=O)c2ccccc2NC1(C)CC (stereo not given) | 5 | -8
CCCC(=O)N1CCN(c2ccc(NC(=S)NC(=O)CC)cc2)CC1 | 2 | 1

# Complete entries from above. Values in the order: PP1 counter | TPT1 inhibitor | Fh CTSL1 inh | HCV core dimer | procasp7 counter | AHR act | PAFAH2 inh | PP5 inh | proCasp3 act
# CC(Sc1nc2ccccc2c(=O)[nH]1)C(=O)O (stereo not given) as listed: -4 | 1 | 1 | 8 | -1 | 19 | 1 | -2.2 | -1
# Cc1nc2c(C)cccc2cc1C(=O)N/N=C/c1ccc(N(C)C)cc1 as listed: 1 | -1 | 5 | -6 | 3 | 12 | 2 | 5.0 | -2

# The list continues:
SMILES,PP1 counter,TPT1 inhibitor,Fh CTSL1 inh,HCV core dimer,procasp7 counter,AHR act,PAFAH2 inh,PP5 inh,proCasp3 act
c1csc(CNc2nc3ccccc3n2CCN2CCOCC2)c1,9,-3,2,1,1,9,6,2.9,7
COc1ccc(NC(=O)CS(=O)(=O)Cc2ccccc2)c([N+](=O)[O-])c1,0,3,-1,-7,-6,5,15,-1.3,-5
CN(C)S(=O)(=O)c1cc(NC(=O)COC(=O)c2ccc3c(c2)OCO3)ccc1Cl,-3,2,0,-4,5,1,57*,-1.1,-2
COc1cccc(-c2ccc3ncnc(NCc4cccnc4)c3c2)c1,.,.,.,.,-13,19,0,.,10
CC1=C(C(=O)OC(C)C)C2(O)C(=O)c3ccccc3C2(O)N1 (stereo not given),0,-3,-1,-34,-1,6,-1,12*,0
O=C(O)/C=C/C(=O)N1CCN(c2cccc(Cl)c2)CC1,-3,-2,1,-5,0,1,0,-1.2,-10
O=C(Cc1c(F)cccc1Cl)Nc1nccs1,2,0,-3,3,10,0,-1,0.2,9
NC(=O)c1ccc(NC(=O)CSc2nnc(-c3cccnc3)n2Cc2ccco2)cc1,3,1,0,13,2,4,-12,1.5,-3
COC(=O)c1ccccc1SCc1csc(C)n1,0,-3,-3,1,2,4,0,-1.6,-4
CNC(=O)c1c(NC(=O)CCS(=O)(=O)c2ccccc2)sc2c1CCN(C(=O)OC)C2,-3,3,-17,3,-2,1,1,2.0,-4
COC(=O)CCCCCCCCCCN1CCCCC1,-3,-3,0,-9,6,-1,0,0.2,-1
Clc1ccc2nc(N3CCCCC3)[nH]c2c1,3,-2,-7,-6,9,10,1,1.4,5
Nc1nc(SCC(=O)Nc2cccc(F)c2)n[nH]1,.,.,.,.,0,-1,9,.,0
CCCC(C)C(=O)OCC(=O)NCc1ccc(OC)c(OC)c1 (stereo not given),-4,0,-2,-1,-6,0,2,3.1,-3
O=C(O)COc1ccc(Oc2ccccc2)cc1,-3,-6,0,-2,-4,0,6,0.5,-1
Cc1cc(NC(=O)c2ccccc2)ccc1NC(=O)Cc1ccccc1,-1,-4,-1,1,9,7,-6,-0.3,4
O=C(CSCc1ccc(F)cc1)Nc1ccc(F)cc1,-2,0,0,-6,-1,3,-4,-1.6,2
COc1cc(OC)nc(NC(=O)C(C)C)n1,-1,-1,-3,5,-1,-1,2,2.5,5

# Screens: PubChem, The Scripps Research Institute Molecular Screening Center
